# TRPM1 prom inh – inhibitors of MITF-driven TRPM1 promoter in melanoma cells. AID 488899. inhibition, % at 12.5 µM. 330,000 tested, 0.83% active. SK-MEL-5 TRPM1 promoter luciferase, 24 h;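 active = mean inhibition across replicates of 60% or more, whatever share of single replicates reaches that level; inconclusive = some that reach 60%, reason not given; inactive = mean inhibition across replicates below 60%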; note: values of inactives mirror those of a sister screen read the other way
# PDI inh – PDI (human) enzyme inhibition; 350,000 tested, 0.052% active; inhibition, % at 10 µM; P07237; PDI insulin aggregation turbidity, A650, 90 min;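 active = mean inhibition across replicates of 30% or more, whatever share of single replicates reach that level; inconclusive = mean inhibition below 30% while every single replicate reaches 30%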;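 note: absorbance from insulin aggregation driven by PDI reduction with DTT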
# Target sequence (P07237 whole entry, looked up): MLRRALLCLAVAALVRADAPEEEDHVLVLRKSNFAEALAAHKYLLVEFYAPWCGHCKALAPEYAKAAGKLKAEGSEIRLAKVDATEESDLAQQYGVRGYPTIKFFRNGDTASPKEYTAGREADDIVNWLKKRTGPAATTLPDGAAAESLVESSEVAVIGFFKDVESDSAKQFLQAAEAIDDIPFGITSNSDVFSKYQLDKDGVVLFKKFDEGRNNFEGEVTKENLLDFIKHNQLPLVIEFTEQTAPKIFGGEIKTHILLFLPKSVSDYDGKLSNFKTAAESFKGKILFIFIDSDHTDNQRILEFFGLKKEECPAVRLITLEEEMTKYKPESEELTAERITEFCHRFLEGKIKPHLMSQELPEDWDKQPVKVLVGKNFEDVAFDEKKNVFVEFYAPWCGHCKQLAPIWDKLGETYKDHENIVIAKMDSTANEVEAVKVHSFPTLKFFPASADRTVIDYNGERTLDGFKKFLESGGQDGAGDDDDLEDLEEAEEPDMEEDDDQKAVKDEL
# NR2E3 ag-1 – activates human NR2E3 receptor; Q9Y5X4; CHO-S Gal4-NCOR/VP16-NR2E3 two-hybrid, luciferase; inhibition of corepressor binding, % at 3.98 µM; 360,000 tested, 0.35% active; AID 602229;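 active = inhibition above the mean of all tested compounds plus 3 SD, cut at about 70% in these data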;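 note: 0% = DMSO with NR2E3 transfected cells and 100% = cells lacking NR2E3 construct; higher means lower luciferase signal from less NR2E3 corepressor binding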
# Target sequence (Q9Y5X4 whole entry, looked up, the tested form may be a part): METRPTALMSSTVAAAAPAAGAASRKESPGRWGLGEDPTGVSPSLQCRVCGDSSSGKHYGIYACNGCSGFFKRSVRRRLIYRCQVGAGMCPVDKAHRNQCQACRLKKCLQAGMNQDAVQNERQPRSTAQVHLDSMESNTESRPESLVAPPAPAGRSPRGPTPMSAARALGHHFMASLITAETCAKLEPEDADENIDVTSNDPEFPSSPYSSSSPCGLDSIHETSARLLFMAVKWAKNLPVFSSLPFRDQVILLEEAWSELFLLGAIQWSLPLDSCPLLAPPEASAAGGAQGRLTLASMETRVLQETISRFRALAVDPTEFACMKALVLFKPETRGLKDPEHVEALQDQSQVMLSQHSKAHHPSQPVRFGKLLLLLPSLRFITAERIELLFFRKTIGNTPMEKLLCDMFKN
# KKLEB cytotox – counter-screen for CF NF-kB inhibitors: cytotoxicity; KKLEB CF airway cells viability, ATPlite luminescence, overnight; hits give low values; cells stimulated with P. aeruginosa culture filtrate; activity change (cytotoxicity), % at 5 µM; 360,000 tested, 0.36% active; AID 602141;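 active = corrected activity change at or below -50% at 5 µM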
# CF NFkB block – inhibitors of cystic fibrosis induced NF-kB; KKLEB NF-kB-GFP reporter, PAF-induced, GFP fluorescence overnight; inhibition, % at 5 µM; 360,000 tested, 0.86% active; AID 588850;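 active = at least 50% inhibition at 5 µM, scaled per plate between neutral and stimulator controls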;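 note: PAF is a Pseudomonas aeruginosa culture filtrate used as stimulus; plate controls were PAF-stimulated DMSO wells for no effect and unstimulated DMSO wells for full effect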
# Peg3 prom inh – inhibitors of Peg3 promoter | HeLa PEG-Prom luciferase reporter, luminescence, overnight | inhibition, % at 20 µM | 360,000 tested, 1.7% active;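 active = inhibition of at least 50% at 20 µM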
# HIF-2a inh – inhibitors of HIF-2a; 360,000 tested, 0.72% active; 786-0 RCC cells HIF-2a reporter, luciferase luminescence, overnight; inhibition, % at 18.8 µM;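 active = inhibition of the luminescence signal of 40% or more relative to plate controls, in a single-dose primary screen at 18.75 µM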
# Vif inh – HIV Vif inhibition | 340,000 tested, 0.35% active | inhibition, % at 7.49 µM | AID 602346 | HEK293T cells, Vif self-association by quenched fluorescence, imaging, 24 h; in the data active = inhibition above about 50%, passing the limit was not always enough; inconclusive = no clear call, values can overlap the other calls; inactive = below about 31%; note: some results filed as inactive read as strong as hits
# CaV13 ICDI inh – Primary screen for inhibitors of IQ motif and Ca2+-dependent inactivation inhibitor domain binding in CACNA1D, Förster resonance energy transfer in living cells, … | HEK cells, CFP/YFP FRET ICDI-IQ, plate reader, 10 min; percent FRET-ratio fall versus neutral wells | inhibition, % at 12.3 µM | 340,000 tested, 0.098% active;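 active = mean replicate inhibition of at least 30% and at least 1% of replicates passing that level; inconclusive = only one of the two criteria is met; inactive = neither criterion is met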;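 note: 0% = median of the neutral control wells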
# Shn3 inh set2 – inhibitors of Schnurri-3 3'UTR reporter in osteoblasts. inhibition, % at 12.5 µM. Clone20 osteoblast Shn3 3'UTR firefly luciferase, 24 h. 360,000 tested, 0.52% active;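 active = mean inhibition of at least 75% with every replicate also reaching 75%; inconclusive = mean inhibition at least 75% but some replicate below; inactive = mean inhibition below 75%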;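 note: 0% = median of neutral control wells and 100% = pilot-screen positive control compound; some compounds past the cut are filed as inactive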
# NR2E3 ag-2 – agonists of human nuclear receptor NR2E3; inhibition of corepressor binding, % at 4.78 µM; AID 2300; GST-NR2E3/biotin-RetCOR TR-FRET, 1536-well; Q9Y5X4; 320,000 tested, 0.12% active;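 active = percent inhibition above the cutoff of mean plus 3 SD of all tested compounds, set per screening campaign, cut at about 20% in these data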;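 note: 0% = DMSO wells and 100% = biotin wells as full block of FRET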
#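 Assay system: NR2E3–RetCOR corepressor complex. Quantity: 1.35 nM GST-NR2E3. Buffer or medium: pH 7.5 Tris-based buffer. Reagent: biotinylated RetCOR corepressor at 7 nM final. Schedule: 5 h at 4 °C. Detection: TR-FRET, emission read at 617 and 671 nm. Replicates: one well per compound, singlicate testing.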
# * marks the source's active call; other numbers are inactive results; ? = inconclusive; . = not tested or not shown; & = joins results of further samples.
SMILES,TRPM1 prom inh,PDI inh,NR2E3 ag-1,KKLEB cytotox,CF NFkB block,Peg3 prom inh,HIF-2a inh,Vif inh,CaV13 ICDI inh,Shn3 inh set2,NR2E3 ag-2
COc1ccc(-c2ocnc2C(=O)Nc2ccc3c(c2)CCC3)cc1,-43,12,-9,2,-8,-70,-51,2,-7,-4,1
CC(C)N(C)c1ncnc2c1ncn2[C@H]1CN(Cc2ccc(Cl)cc2)C[C@@H](CO)O1,.,15,1,-13,-16,7,1,.,-11,-7,.
Cc1ccc(NC(=O)COC(=O)c2ccccc2Cl)cc1S(=O)(=O)N(C)C,-2,-1,-36,9,2,-4,3,-1,-2,-14,2
Cc1occc1C(=O)N/N=C/c1sc(N2CCOCC2)nc1-c1ccccc1,-10,2,-12,-10,8,-3,9,-3,-4,-16,-3
CCCNC(=O)c1csc2c1CCCCC2,14,20,0,6,-1,-6,-16,-3,-4,-27,2
CCCOc1ccc(N2C(=O)CC(SC(=NC)Nc3ccc(F)cc3)C2=O)cc1 (configuration not stated),8,-3,18,-7,21,-180,3,14,-3,20,3
CSCCC(NC(=O)C1CCC(C)CC1)C(=O)NCCN1CCOCC1 (configuration not stated),-6,5,4,8,-15,11,1,-35,-5,2,4
Cc1ccccc1OCC(=O)NNC(=O)Nc1ccccc1,-1,4,-15,1,-10,13,18,1,-4,3,2
C/C(=N\NC(=O)c1c(Br)c(C)nn1C)c1cccc(NC(=O)C2CCC2)c1,4,-1,2,14,-10,-32,-53,2,-1,-17,3
O=S(=O)(Nc1ccc(N2CCCCC2)cc1)c1cccc2cccnc12,0,1,5,10,1,2,-1,-3,.,15,1
O=C(N/N=C/c1cccc([N+](=O)[O-])c1)c1ccc2nc[nH]c2c1,-4,-2,21,6,-1,12,2,12,-4,6,3
Cc1cccc(N2CC(C)Cn3c2nc2c3c(=O)n(CC(=O)OCc3ccccc3)c(=O)n2C)c1 (configuration not stated),0,-6,-19,-13,9,25,17,-2,-5,8,2
Cc1cccc(N(Cc2ccccc2)C(=O)CCl)c1,40,-2,-10,-107*,96*,59*,31,2,-7,25,.
COc1ccc(CN2C[C@@H](CO)O[C@@H](n3cnc4c(N5CCN(CCO)CC5)ncnc43)C2)cc1,.,-7,-10,-3,15,-13,2,27,-2,-2,.
Cc1nc2ccccc2n1C(=O)c1ccc(Cl)cc1[N+](=O)[O-],4,1,0,-5,16,4,17,-2,-2,-4,0
CCS(=O)(=O)c1ccc2oc(SCC(=O)NCCC3=CCCCC3)nc2c1,5,2,-5,-7,4,8,16,-9,.,22,-1
CCOC(=O)C1CCN(C(=O)c2cc3ccc(OC)cc3[nH]2)CC1,-28,9,-87,0,0,-123,-29,-8,-19,-5,2
Cc1cc(S(=O)(=O)N2CCOCC2)ccc1NC(=O)c1ccc(F)cc1,7,-45,8,-8,-3,9,15,3,-6,4,-1
CCNC(=O)C1(C)CCCN1C(=O)c1cc(OC)c(OC)c(OC)c1 (configuration not stated),.,0,-11,9,4,-3,14,4,-4,0,.
CN1CCc2ccccc2CC1=O,10,-38,3,-3,-5,-5,10,2,-10,-19,-6
CCOC(=O)C(N)CSC1CC(=O)N(CCc2ccccc2)C1=O (configuration not stated),0,7,-9,-7,-7,-5,10,7,-3,-12,0
CCCCCOc1ccc(/C(C)=N/NC2=NCCN2)cc1,-11,5,-3,-10,-5,40,-3,4,-3,4,5
N=c1nc(SCCC(=O)O)ss1,17,-10,-3,1,-8,6,69*,-12,.,36,-2
CC1CCN(CCCCOc2ccccc2[N+](=O)[O-])CC1,2,-3,16,-3,-18,-3,-28,0,.,-14,0
O=S(=O)(c1ccc(OC(F)(F)F)cc1)N1CCCC(N2CCOCC2)C1 (configuration not stated),11,-1,-21,-6,14,11,15,-3,-3,-2,2
COC(=O)C1CC2=C(CCCC2=O)NC1=O (configuration not stated),-4,9,-12,17,-35,-1,2,2,-6,2,.
CN(C(=O)COc1ccccc1)c1ccc([N+](=O)[O-])cc1,.,10,-17,24,-6,-9,0,10,-6,-21,.
CN(C)CCCNc1ncnc2sc(-c3ccccc3)cc12,-34,-1,-15,4,-21,71*,1,-8,-7,.,-3
Cc1cc(C)nc(SCC(=O)NNC(=O)c2cccs2)n1,-5,-2,0,-1,14,-23,19,-1,-5,-5,-7
O=C(O)CCc1ccc(-c2ccc(F)cc2)n1CC1CCCO1 (configuration not stated),13,10,-21,2,13,8,-6,5,-3,-27,-2

# Rewritten as labelled records: part of the list above.
CN(C(=O)COc1ccccc1)c1ccc([N+](=O)[O-])cc1
  TRPM1 prom inh: .	PDI inh: 10	NR2E3 ag-1: -17	KKLEB cytotox: 24	CF NFkB block: -6	Peg3 prom inh: -9	HIF-2a inh: 0	Vif inh: 10	CaV13 ICDI inh: -6	Shn3 inh set2: -21	NR2E3 ag-2: .

CN(C)CCCNc1ncnc2sc(-c3ccccc3)cc12
  TRPM1 prom inh: -34	PDI inh: -1	NR2E3 ag-1: -15	KKLEB cytotox: 4	CF NFkB block: -21	Peg3 prom inh: 71*	HIF-2a inh: 1	Vif inh: -8	CaV13 ICDI inh: -7	Shn3 inh set2: .	NR2E3 ag-2: -3

Cc1cc(C)nc(SCC(=O)NNC(=O)c2cccs2)n1
  TRPM1 prom inh: -5	PDI inh: -2	NR2E3 ag-1: 0	KKLEB cytotox: -1	CF NFkB block: 14	Peg3 prom inh: -23	HIF-2a inh: 19	Vif inh: -1	CaV13 ICDI inh: -5	Shn3 inh set2: -5	NR2E3 ag-2: -7

O=C(O)CCc1ccc(-c2ccc(F)cc2)n1CC1CCCO1 (configuration not stated)
  TRPM1 prom inh: 13	PDI inh: 10	NR2E3 ag-1: -21	KKLEB cytotox: 2	CF NFkB block: 13	Peg3 prom inh: 8	HIF-2a inh: -6	Vif inh: 5	CaV13 ICDI inh: -3	Shn3 inh set2: -27	NR2E3 ag-2: -2

# Next part:
SMILES,TRPM1 prom inh,PDI inh,NR2E3 ag-1,KKLEB cytotox,CF NFkB block,Peg3 prom inh,HIF-2a inh,Vif inh,CaV13 ICDI inh,Shn3 inh set2,NR2E3 ag-2
COc1cc(OC)c(OC)cc1CN1CCCC(C(=O)N2CCCCC2)C1 (configuration not stated),5,-6,4,6,9,7,9,-2,-6,3,1
Cc1cccc(Nc2ccncc2S(N)(=O)=O)c1,.,0,14,0,16,8,21,3,-2,-26,0
CCCN=C1N(C)C[C@@H]2[C@@H]3C(=O)N(Cc4ccccc4)C(=O)[C@@H]3[C@](C)(C(=O)OC)N12,-2,16,-20,7,-13,9,4,9,.,-3,.
COc1ccc(C(C)NC(=O)C2CCCC2)cc1OC (configuration not stated),-1,-13,12,7,0,-6,14,-3,-8,2,2
CCN(CC)S(=O)(=O)c1cccc(C(=O)N/N=C2\CCCC(=O)C2)c1,-2,1,6,8,-14,-140,-4,0,-6,-2,-2
O=C(O)Cn1ncc2ccccc2c1=O,-19,2,-4,3,-2,12,9,2,-9,1,6
CCC(CC)NC(=O)Nc1ccccc1C(F)(F)F,-8,1,-2,3,-17,3,5,-1,-4,-3,-2
O=C(NCc1cccnc1)c1cc(C2CCCN(C(=O)c3cccs3)C2)on1 (configuration not stated),.,-6,10,-11,14,10,3,2,-6,-1,.
COc1ccc(C(=O)C2CCN(CC(=O)Nc3ccc(OC)cc3OC)CC2)cc1,2,8,-32,5,-10,31,21,-12,-3,8,1
CCCC(=O)Nc1ccc(Cl)c(NC(=O)c2cccc(OC)c2)c1,-8,2,-4,5,-3,-1,4,6,-6,6,4
Cc1ccc(Cn2ccc(NC(=O)c3cc4nc(-c5ccco5)cc(C(F)(F)F)n4n3)n2)cc1,4,-5,-1,-32,40,13,10,14,-4,59,2
CCOc1ccc(CC2c3cc(OCC)c(OCC)cc3CCN2C(=O)CN2CCN(C)CC2)cc1OCC (configuration not stated),-8,2,38,-5,18,-1,12,11&0,-20,-2,-1
O=C(N/N=C/c1ccc2c(c1)OCO2)c1cc(-c2ccc(F)cc2)nc2ccccc12,-28,16,-60,-6,-3,-54,-91,6,-3,-29,0
Oc1cccc(CCc2ccccn2)c1,-29,0,-54,5,-10,-113,-26,?,-4,-19,.
NC(=O)CC[C@H](NC(=O)[C@H](Cc1ccccc1)n1c(=O)[nH]c2ccccc2c1=O)C(=O)N1CCC[C@H]1C(=O)O,-7,.,-10,-5,22,13,17,-4,.,-9,2
O=C(Cc1ccccc1)Nc1ccc(NC(=O)c2ccccc2)c(Cl)c1,-3,-17,-44,-1,-19,-25,-44,-7,-5,5,.
CCOC(=O)c1sc(NC(=O)c2ccccc2F)c(C(N)=O)c1C,0,-13,-4,12,-77,20,-9,-3,-8,0,-6
CCOC(=O)N1CCC2(CC1)C(C(=O)C13CC4CC(CC(C4)C1)C3)C2(C#N)C#N (configuration not stated),14,1,-14,-13,30,26,12,?,-6,-7,2
CC(OC(=O)c1cccc(S(=O)(=O)N2CCCCC2)c1)C(=O)NC1CCCCC1C (configuration not stated),4,-8,18,-3,14,2,19,-6,-10,-6,1

# Compound activity deposited in PubChem by several laboratories.
